ATXN2 expr inh: inhibitors of ATXN2 expression. HEK-293 ATXN2-luciferase reporter, luminescence, 24 h. Potency, µM (series often up to 57 µM), without a hit: at the highest dose activity change, negative = inhibition, actives largely listed as inhibitors. 360,000 compounds, 0.72% hits; also: potency is read from the fitted curve at half-maximal effect; % is scaled to controls: 0 for no effect and ±100 for the full control effect; nearly all actives have a fitted effect of over 55% in size
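qHTS (up to 57 uM final) was run with 24 h compound exposure of reporter cells at 37 °C. Each well was multiplexed: SteadyGlo luminescence measured ATXN2-luciferase expression after a fluorogenic Gly-Phe-AFC viability readout (25 uM final).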
HepG2 viability: HepG2 cytotoxicity, counter-screen for TGF-b inhibitors; AID 588856; Potency, µM (series often up to 46.1 µM), inactives show at the top dose activity change, negative = cytotoxicity, hits mostly cytotoxic; 410,000 compounds, 0.76% hits; HepG2 CAGA-GFP viability, ATP luminescence, 18 h; also: potency is read from the fitted curve at half-maximal effect; some results filed as inactive show a strong effect at the top dose
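HepG2 CAGA-GFP cells (1000/well, DMEM with 1% FBS) received compound, then TGF-beta at 500 pg/mL final, and were incubated 18 hours at 37 degrees C. Viability was read by CellTiter-Glo luminescence. Media-only wells were set as complete cell-killing and DMSO as no toxicity.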
Nrf2 activator: Nrf2 pathway activation; AREc32 ARE-luciferase reporter (MCF7-derived line), luminescence, 24 h; Potency, µM (doses to about 46.1 µM), for the others: at the top dose activation, hits mostly activators; 410,000 compounds, 0.31% hits; also: potency is read from the fitted curve at half-maximal effect; % of control where 0% means no effect; nearly all actives have a fitted effect of over 65% in size
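Cells of the AREc32 ARE-luciferase line are plated in OPTI-MEM containing 5% FBS and left overnight at 37 deg C. Compounds are pinned in, incubation continues 24 hr, and firefly luciferase signal is then measured.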
ATXN viability: viability counter-screen for ATXN expression inhibitors; S2 cells (HEK-293 line with an ATXN2-luciferase reporter) viability, CellTiter-Fluor protease fluorescence, 24 h; Potency, µM (doses to about 56.7 µM), hits mostly cytotoxic; 400,000 compounds, 0.49% hits; also: potency is read from the fitted curve at half-maximal effect; nearly all actives have a fitted effect of over 40% in size
Nrf2 inh: blocks Nrf2 signaling | Potency, µM (highest dose often 46 µM), inactives show top-dose activity change, negative = inhibition, hits mostly inhibitors | A549 ARE-Fluc reporter, luciferase luminescence, 18-24 h | 360,000 compounds, 2.1% hits; also: potency is read from the fitted curve at half-maximal effect; % is scaled to controls: 0 for no effect and ±100 for the full control effect; nearly all actives have a fitted effect of over 60% in size
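Quantitative HTS in A549 cells stably bearing an antioxidant response element-firefly luciferase construct. Inhibition of Nrf2-driven transcription was scored by luminescence after 18-24 h of compound exposure at 37 °C.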
IL-1B inflam inh: blocks inflammasome-driven IL-1 beta release. THP-1 LPS/ATP IL-1B secretion, AlphaLISA, 16 h; hits give low values. 360,000 compounds, 4.7% hits. activity change, % at 57.5 µM; in the data active = activity change below about -50%; inconclusive = mostly about -30% to -49%; also: % is scaled to controls: 0 for no effect and ±100 for the full control effect
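Secreted IL-1B measured by AlphaLISA bead assay after 16 h compound exposure of THP-1 cells; compounds (final up to 57.5 uM) added 1 h before LPS (250 ng/mL) and ATP (1.25 mM) stimulation; lower signal means less secretion.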
A549 tox: kills or reduces viability of A549 cells in Nrf2 counter-screen | AID 504648 | Potency, µM (titrated, usually from 46 µM), without a hit: top-dose activity change, negative = cytotoxicity, usual class: inhibitors | 390,000 compounds, 0.16% hits | A549 ARE-Fluc cells, CellTiter-Fluor viability, 18-24 h; also: potency is read from the fitted curve at half-maximal effect; % is scaled to controls: 0 for no effect and ±100 for the full control effect
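Cytotoxicity counterscreen: CellTiter-Fluor fluorescence was measured in A549 ARE_Fluc cells after 18-24 h of compound exposure in a concentration series. The subsequent BugLite luminescent read reports ARE-luciferase activity.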
MCF10A rerep: inducers of DNA re-replication in MCF 10A breast cells; MCF 10A DNA re-replication, Hoechst nuclear intensity, 48 h; Potency, µM (highest dose often 46.1 µM), without a hit: at the top dose activity, positive = re-replication, most hits filed as activators; 350,000 compounds, 2.9% hits; AID 624296; also: potency is read from the fitted curve at half-maximal effect; % of control where 0% means no effect; nearly all actives have a fitted effect of over 50% in size
TGFb inhibitor: inhibitors of TGF-b signaling | Potency, µM (highest dose often 46.1 µM), without a hit: top-dose activity, negative = inhibition, usual class: inhibitors | HepG2 CAGA-GFP TGF-b/SMAD3 reporter, GFP fluorescence, 18 h; TGF-beta stimulated, 500 pg/mL final | 410,000 compounds, 1.2% hits; also: potency is read from the fitted curve at half-maximal effect; % is scaled to controls: 0 for no effect and ±100 for the full control effect; nearly all actives have a fitted effect of over 65% in size
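Inhibition of TGF-beta-driven CAGA-GFP reporter expression in HEPG2 cells is measured by cellular GFP fluorescence after 18 h stimulation with 500 pg/mL recombinant TGF-beta in 1% FBS medium at 37 degrees C.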
Numbers without * were called inactive; i = inactive; ? = inconclusive; · = not tested or not shown; & = joins results of further samples; [ ] = remark or other dose. Unless noted, calls follow the shape of the dose curve; as a rule, active = well fitted curve in the direction sought with a large enough effect; inconclusive = small, poorly fitted or top-dose-only effect, or another doubt; inactive = no such curve, though single readings can be large; an effect the other way counts as inactive or inconclusive. Hits appear at their usual frequency; 8.8% or so of the library scored in one or more.

Preview, 4 compounds:
1: Cc1cc(C)n(C(=O)CCNC(=O)c2ccccc2Br)n1
2: Cc1cccc(NC(=O)/C=C/c2ccc([N+](=O)[O-])s2)c1
3: COc1cccc(C(=O)N=c2sc3cc(S(C)(=O)=O)ccc3n2C)c1
4: CNS(=O)(=O)c1cn(CC(=O)Nc2ccc(OC)c(Cl)c2)cc1S(=O)(=O)NC
screen / no.,1,2,3,4
HepG2 viability,0%,-63%,-6%,-7%
Nrf2 inh,1%,-6%,15%,0%
MCF10A rerep,7%,2.3µM*,1%,·
ATXN viability,i,8.9µM*,i,·
TGFb inhibitor,0%,?,-12%,0%
ATXN2 expr inh,7%,8.9µM*,-17%,·
IL-1B inflam inh,7,-97*,-6,·
A549 tox,-7%,-27%,3%,0%
Nrf2 activator,-0.6%,?,1.8%,-0.2%

Main list, from the start:
1: Cc1cc(C)n(C(=O)CCNC(=O)c2ccccc2Br)n1
2: Cc1cccc(NC(=O)/C=C/c2ccc([N+](=O)[O-])s2)c1
3: COc1cccc(C(=O)N=c2sc3cc(S(C)(=O)=O)ccc3n2C)c1
4: CNS(=O)(=O)c1cn(CC(=O)Nc2ccc(OC)c(Cl)c2)cc1S(=O)(=O)NC
5: CCOC(=O)C(CCCOc1cccc(CC)c1)C(=O)OCC
6: CCOCc1nnc(NC(=O)c2c(-c3ccccc3)noc2C)s1
7: COc1cc2nc(SCc3ccc(C)cc3)n3nc(CCn4nc(C)cc4C)nc3c2cc1OC
8: Cc1nnsc1-c1c(C(=O)Oc2ccccc2)c(C)nn1-c1ccccc1
screen / no.,1,2,3,4,5,6,7,8
HepG2 viability,0%,-63%,-6%,-7%,-20%,4%,-13%,-24%
Nrf2 inh,1%,-6%,15%,0%,0%,-5%,9%,-29%
MCF10A rerep,7%,2.3µM*,1%,·,-2%,0%,·,11%
ATXN viability,i,8.9µM*,i,·,i,i,i,i
TGFb inhibitor,0%,?,-12%,0%,11%,5%,21%,-18%
ATXN2 expr inh,7%,8.9µM*,-17%,·,3%,-29%,5%,·
IL-1B inflam inh,7,-97*,-6,·,23,3,·,1
A549 tox,-7%,-27%,3%,0%,-1%,5%,20%,0%
Nrf2 activator,-0.6%,?,1.8%,-0.2%,-0.6%,-1.1%,-0.9%,-0.4%

9: O=C(NCc1cccc(F)c1)c1ccc2nc(CCc3ccccc3)oc2c1
10: COc1ccc(/C=N/n2cnnc2SCCO)cc1OC
11: O=C(CN1CCOCC1)Nc1ccc([N+](=O)[O-])cc1
12: CC(=O)c1ccc(OCCCC(=O)Nc2cc(S(=O)(=O)N3CCCCC3)ccc2C)cc1
13: Cc1ccc(C)c(NC(=O)CN(C)C(=O)CC2OC(=O)c3ccccc32)c1 (stereo unspecified)
14: CCCNC(=O)CSc1nccn1Cc1ccc(OC)cc1
15: COc1ccc(C(=O)Nc2nc(C)cs2)cc1S(=O)(=O)N1CCCC1
16: CCOC(=O)c1sc(Nc2ccc(F)cc2)nc1C
screen / no.,9,10,11,12,13,14,15,16
HepG2 viability,-21%,-42%,-5%,-2%,-11%,-9%,-2%,-34%
Nrf2 inh,·,5%,-5%,?,-14%,-13%,8%,27%
MCF10A rerep,·,0%,10%,-22%,-22%,-3%,7%,24%
ATXN viability,i,i,i,?,i,i,i,i
TGFb inhibitor,-1%,-2%,-7%,-3%,?,10%,1%,?
ATXN2 expr inh,17%,1%,·,-16%,-16%,-24%,5%,9%
IL-1B inflam inh,·,-9,19,6,1,11,16,-21
A549 tox,-1%,-8%,12%,-5%,6%,2%,-1%,3%
Nrf2 activator,0.4%,4.8%,0.4%,0.6%,-0.5%,-0.1%,2.8%,5.5%

17: CCc1ccc(NC(=O)C(C)OC(=O)CCC(=O)c2cccs2)cc1 (stereo unspecified)
18: CC(C)Cn1c(SCC(=O)Nc2cc(Cl)c(Cl)cc2Cl)nc(O)cc1=O
19: CC(=O)Oc1ccc2ccc3ccc(C(C)=O)cc3c2c1
20: CC(Oc1ccc(Cl)cc1Cl)C(=O)NC(=S)N1CCc2ccccc21 (stereo unspecified)
21: Cc1c(C(c2cccs2)c2c(C)n(C)n(-c3ccccc3)c2=O)c(=O)n(-c2ccccc2)n1C
22: Cc1ccc2c(cnn2C(=O)CCCC(=O)NCc2ccc(Cl)cc2)c1
23: Cc1nnc(SCc2cccc([N+](=O)[O-])c2)[nH]c1=O
24: Cc1ccc2c(COC(=O)C3=COCCO3)cc(=O)oc2c1
screen / no.,17,18,19,20,21,22,23,24
HepG2 viability,3%,17%,-13%,-17%,-2%,-14%,10%,-7%
Nrf2 inh,16%,13%,8%,-15%,-6%,-6%,-17%,?
MCF10A rerep,15%,10%,?,33%,4%,?,8%,24%
ATXN viability,i,i,i,i,i,i,i,i
TGFb inhibitor,?,-1%,-12%,-10%,-1%,-21%,10%,3%
ATXN2 expr inh,20%,9%,-2%,-28%,-23%,-27%,-2%,-15%
IL-1B inflam inh,9,17,?,30,1,-5,0,-6
A549 tox,8%,0%,7%,21%,5%,-4%,5%,1%
Nrf2 activator,2.0%,-1.3%,?,9.5%,-0.4%,-0.4%,-0.3%,-0.3%

25: COc1ccc(CNc2nc3c(c(=O)[nH]c(=O)n3C)n2Cc2ccccc2C)cc1
26: CCc1nc(SCC(=O)NC2CCCC2)c2c(=O)n(C)c(=O)n(C)c2n1
27: S=C(NC1CCCCC1)NC1CC2C=CC1C2 (stereo unspecified)
28: Cc1cc2c(cc1S(=O)(=O)NCc1ccccc1)OCC(=O)N2
29: CN(Cc1ccccc1)C(=O)c1cccc(NC(=O)Cc2ccc(NC(=O)C3CCCN(C(=O)C4CCC4)C3)cc2)c1 (stereo unspecified)
30: Cc1ccc(C(=O)N/C(=C\c2cccs2)C(=O)NCCCN2CCOCC2)cc1
31: COC(=O)c1ccc(Nc2c([N+](=O)[O-])c(=O)oc3ccccc23)cc1
32: Cc1ccc2c(c1)=C(c1ccccc1)N(O)CC(=O)N=2
screen / no.,25,26,27,28,29,30,31,32
HepG2 viability,-23%,5%,-23%,1%&9%,-5%,-12%,-1%,-11%
Nrf2 inh,-9%,-5%,0%,1%&-2%,4%,-7%,?,8%
MCF10A rerep,23%,1%,1%,-4%,-2%,-15%,16%,0%
ATXN viability,i,i,i,i,i,i,i,i
TGFb inhibitor,0%,0%,-13%,7%&0%,-1%,-21%,-27%,2%
ATXN2 expr inh,2%,-5%,13%,1%&-4%,6%,11%,-10%,3%
IL-1B inflam inh,-24,6,-14,-1,9,4,-78*,3
A549 tox,-6%,-1%,2%,-4%&-5%,-2%,7%,?,2%
Nrf2 activator,2.1%,-1.0%,0.4%,-0.6%&-0.1%,4.9%,0.1%,6.8%,-0.2%

33: Cc1oc(-c2ccccc2)cc1C(=O)Nc1cccc(/C=C\C(=O)O)c1
34: O=C(Nc1ccnn1C1CCN(Cc2cccc(OCCO)c2)CC1)C1CC1
35: COc1ccc(C2/C=C\CN(S(=O)(=O)c3ccc(-c4ccccc4)cc3)CC(=O)N2Cc2ccc(F)cc2)cc1 (stereo unspecified)
36: CCC(CO)Oc1cc(NCc2ccc(Cl)cc2Cl)c2ncn(C(C)C)c2c1 (stereo unspecified)
37: CCOc1cc(C(=O)NC(=S)Nc2cccnc2)cc(OCC)c1OCC
38: COc1ccc(C(=O)COC(=O)CNC(=O)c2ccccc2)cc1F
39: Cc1ccc(OCc2nnc(SCC(=O)N3CCOCC3)n2C)cc1
40: CCOc1ccc(CCNCc2c(C(=O)O)n(Cc3ccc(C)cc3)c3cc(OC)ccc23)cc1
screen / no.,33,34,35,36,37,38,39,40
HepG2 viability,-27%,-8%,-9%&2%,-72%,3%,6%,2%,-113%
Nrf2 inh,-14%,2%,4%&-9%,?,4%,8%,5%,29%
MCF10A rerep,7%,0%,?,?,9%,-4%,0%,·
ATXN viability,i,i,i,?,i,i,i,·
TGFb inhibitor,0%,-3%,-12%&1%,20µM*,-10%,?,-29%,·
ATXN2 expr inh,37%,0%,1%,-3%,-16%,3%,2%,·
IL-1B inflam inh,15,14,15,78,-8,9,6,·
A549 tox,1%,7%,-2%&1%,?,8%,0%,-5%,-29%
Nrf2 activator,5.8%,0.0%,-0.9%,-2.6%,2.6%,-0.4%,0.2%,-1.7%

41: Cc1ccc(N(NC(=O)C(C)(C)O)C(=O)c2ccccc2)cc1C
42: CCCCNc1sc(S(=O)(=O)CC)nc1S(=O)(=O)c1ccc(C)cc1
43: O=S(=O)(c1ccc(NC(=S)Nc2ccc(OC(F)F)cc2)cc1)N1CCOCC1
44: O=C(CSc1nc2ccccc2o1)c1cc2ccccc2oc1=O
45: N#CC(C#N)=C(Nc1ccccc1)c1ccccc1
46: O=C(c1ccco1)N1CCN(Cc2ccccc2Br)CC1
47: CCCCC(=O)c1c(C)cc(C)[nH]c1=O
48: COC(=O)CNC(=O)c1sc2ncn(CC(=O)Nc3ccc(C)c(Cl)c3)c(=O)c2c1C
49: O=C(N/N=C/c1ccsc1)c1cc(-c2ccncc2)nc2ccccc12
50: COc1ccc(OC)c(N(CC(=O)Nc2cccnc2)S(C)(=O)=O)c1
screen / no.,41,42,43,44,45,46,47,48,49,50
HepG2 viability,3%,-25%,-7%,-29%,-2%,-5%,-1%,-4%,9%,4%
Nrf2 inh,·,-14%,11%,9%,11%,25%,-11%,?,12%,3%
MCF10A rerep,-13%,·,1%,9%,7%,15%,-8%,4%,9.2µM*,?
ATXN viability,i,i,i,i,i,i,i,i,?,i
TGFb inhibitor,-1%,?,?,45%[activator],-8%,-8%,-2%,-6%,?,-8%
ATXN2 expr inh,-3%,-7%,-3%,1%,-7%,·,-4%,6%,-18%,-5%
IL-1B inflam inh,38,·,-1,8,0,-17,5,-81*,4,13
A549 tox,-3%,10%,11%,4%,-1%,14%,-2%,-1%,-7%,-5%
Nrf2 activator,-0.1%,0.6%,2.0%,17%,5.7%,5.2%,0.3%,0.4%,2.4%,0.4%
